# High-throughput results deposited in PubChem BioAssay by National Center for Advancing Translational Sciences (NCATS).
# ERG-DNA inh: qHTS for Small Molecule Inhibitors of the ERG Ets/DNA interaction; Transcriptional regulator ERG (Homo sapiens), P11308; Potency, µM (titrated, usually from 76.9 µM), for inactives: at the top dose FP activity, negative = inhibition, usual class: inhibitors; hit rate 0.028% among 370,000; fluorescence polarization, His-ERG Ets domain / labelled DNA; active = well fitted inhibition curve with a large enough effect in the polarisation, with a control signal flat; inconclusive = small, poorly fitted or top-dose-only effect, or effect the other way, or a change in a side signal; inactive = no such curve, though single readings can be large or run the other way; the % refers to the polarisation;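 also: polarization taken with two DNA probes labelled with fluorescein and Texas red; potency is read from the fitted curve at half-maximal effect; % of control where 0% means no effect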
# Target sequence (P11308 whole entry, looked up, the tested form may be a part): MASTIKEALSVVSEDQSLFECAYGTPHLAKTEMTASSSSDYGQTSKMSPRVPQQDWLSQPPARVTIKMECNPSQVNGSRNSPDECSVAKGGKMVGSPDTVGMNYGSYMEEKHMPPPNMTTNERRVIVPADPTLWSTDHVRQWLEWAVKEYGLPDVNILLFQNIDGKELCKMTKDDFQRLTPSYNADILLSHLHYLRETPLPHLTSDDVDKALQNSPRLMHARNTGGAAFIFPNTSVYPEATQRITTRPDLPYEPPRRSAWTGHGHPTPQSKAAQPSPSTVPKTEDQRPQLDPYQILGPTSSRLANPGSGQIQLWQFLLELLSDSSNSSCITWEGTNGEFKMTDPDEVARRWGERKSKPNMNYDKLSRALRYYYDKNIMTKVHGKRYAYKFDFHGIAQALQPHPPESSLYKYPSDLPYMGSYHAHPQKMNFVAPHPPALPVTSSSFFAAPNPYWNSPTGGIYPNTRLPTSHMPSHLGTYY
#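 His-tagged ERG Ets domain (1 uM in the protein solution; 300mM KCl, 50mM Tris-HCl, 1mM EDTA, 1mM DTT, pH 7.5) received compound, then a probe mix of 5 nM fluorescein-DNA and 100nM Texas-615-DNA. Fluorescence polarization was read for both dyes.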
# APEX1 inh: qHTS Assay for Inhibitors of the Human Apurinic/apyrimidinic Endonuclease 1 (APE1); recombinant APE1, TAMRA/BHQ-2 abasic DNA cleavage fluorescence; Potency, µM (top dose mostly 65.8 µM), for inactives: top-dose activity change, negative = inhibition, usual class: inhibitors; DNA repair nuclease/redox regulator APEX1 (Homo sapiens), P27695; hit rate 0.35% among 350,000;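 also: potency is read from the fitted curve at half-maximal effect; plate controls were vehicle for no effect and reference inhibitor for full effect; nearly all actives have a fitted effect of over 55% in size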
#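 Substrate: short duplex with […] THF abasic site, 5'-TAMRA and 3'-BHQ-2, 50 nM final. APE1 at 0.75 nM, preincubated 15 min RT with compound. Fluorescence increase from first to third read measured activity.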
# Pol iota inh: qHTS for Inhibitors of Polymerase Iota | DNA polymerase iota (Homo sapiens), Q9UNA4 | Pol iota fluorescent replication assay, 10 min | Potency, µM (titrated, usually from 115 µM), for inactives: top-dose activity, negative = inhibition, usual class: inhibitors | hit rate 1% among 390,000 | AID 588590, 2011; also: potency is read from the fitted curve at half-maximal effect
#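 Fluorescent replication assay read twice, at 0 min and 10 min after adding 50 nM (final) substrate. Enzyme (10 nM) and compounds were first incubated 15 min at room temperature; enzyme-free buffer wells were negative controls.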
# Pol kappa inh: qHTS for Inhibitors of Polymerase Kappa | DNA polymerase kappa (Homo sapiens), Q9UBT6 | purified Pol kappa, fluorescent DNA synthesis assay, 10 min | Potency, µM (highest dose often 107 µM), for inactives: top-dose activity, negative = inhibition, hits mostly inhibitors | hit rate 0.53% among 400,000; also: potency is read from the fitted curve at half-maximal effect; % is scaled to controls: 0 for no effect and ±100 for the full control effect
#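 First, compounds were pin-transferred onto 10 nM Pol kappa. After 15 min at room temperature, substrate was added to 50 nM final. Fluorescence was then measured kinetically at 0 and 10 min.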
# Apoferritin bind: qHTS Assay for Identification of Novel General Anesthetics | apoferritin/1-aminoanthracene competitive binding, fluorescence | Ferritin light chain (Equus caballus), P02791 | Potency, µM (titrated, usually from 77.5 µM), for the others: at the top dose activity change, negative = displacement, actives largely listed as inhibitors | hit rate 0.074% among 350,000; also: potency is read from the fitted curve at half-maximal effect; % is scaled to controls: 0 for no effect and ±100 for the full control effect; nearly all actives have a fitted effect of over 20% in size
# Target sequence (P02791 2-175 limits assumed): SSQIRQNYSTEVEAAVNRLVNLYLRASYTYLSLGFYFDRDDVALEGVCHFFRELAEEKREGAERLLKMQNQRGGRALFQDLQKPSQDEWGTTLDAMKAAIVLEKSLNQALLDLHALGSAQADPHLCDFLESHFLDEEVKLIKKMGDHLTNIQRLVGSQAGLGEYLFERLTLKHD
#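 10 uM apoferritin + 50% sat. 1-AMA, PBS; cpd 10 min RT; Ex380/Em535 endpoint; normalized to free probe vs complex; 4-param Hill fit; propofol titration as pos. ctrl.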
# Pol beta inh: qHTS Assay for Inhibitors of DNA Polymerase Beta. Pol beta primer extension/strand displacement, fluorescence kinetic. Potency, µM (doses to about 114 µM), without a hit: at the highest dose activity change, negative = inhibition, hits mostly inhibitors. hit rate 1.3% among 340,000; also: potency is read from the fitted curve at half-maximal effect; % is scaled to controls: 0 for no effect and ±100 for the full control effect
#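 Human Pol beta at 10 nM; strand-displacement substrate 50 nM final. Compound exposure 15 min at room temperature before start, reaction 10 min at room temperature.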
# TRHR ag: qHTS for Small Molecule Agonists and Allosteric Enhancers of Human TRH Receptor: Primary Screen for Agonists | AID 493084, 2011 | TRHR cells, calcium flux fluo-8, FDSS agonist mode | hit rate 0.18% among 360,000 | activation, % at 2 µM; in the data active = activation above about 30%; also: 0% is about no effect
# Target sequence (P34981 whole entry, looked up): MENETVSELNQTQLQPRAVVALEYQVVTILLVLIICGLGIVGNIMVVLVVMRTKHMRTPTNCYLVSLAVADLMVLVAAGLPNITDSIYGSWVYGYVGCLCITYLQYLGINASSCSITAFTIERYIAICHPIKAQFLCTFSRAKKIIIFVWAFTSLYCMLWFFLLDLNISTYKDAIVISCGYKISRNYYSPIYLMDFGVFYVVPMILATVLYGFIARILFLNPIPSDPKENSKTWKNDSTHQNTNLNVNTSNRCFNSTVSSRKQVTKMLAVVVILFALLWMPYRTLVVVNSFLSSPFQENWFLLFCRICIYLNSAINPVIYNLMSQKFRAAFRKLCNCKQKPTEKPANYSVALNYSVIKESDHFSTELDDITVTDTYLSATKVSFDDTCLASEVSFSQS
#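 Fluo-8-loaded TRHR cells; 10 s baseline, compound added, kinetic Ca2+ fluorescence read 1/s, agonist mode.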
# BLM inh: qHTS Assay for Inhibitors of Bloom's syndrome helicase (BLM); RecQ-like DNA helicase BLM (Homo sapiens), P54132; recombinant BLM DNA unwinding, fluorescence dequenching; Potency, µM (series often up to 56.1 µM), inactives show at the highest dose activity change, negative = inhibition, most hits filed as inhibitors; hit rate 0.2% among 350,000; AID 2528, 2010;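 also: potency is read from the fitted curve at half-maximal effect; plate controls were vehicle for no effect and no enzyme for full effect; nearly all actives have a fitted effect of over 35% in size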
# ALOX12 inh: Primary qHTS assay for inhibitors of human arachidonate 12S-lipoxygenase (ALOX12): Round 2; Potency, µM (series often up to 108 µM), without a hit: at the top dose activity change, negative = inhibition, actives largely listed as inhibitors; Polyunsaturated fatty acid lipoxygenase ALOX12 (Homo sapiens), P18054; AID 1671190, 2021; purified 12hLO, xylenol orange hydroperoxide absorbance; hit rate 1.1% among 580,000; also: potency is read from the fitted curve at half-maximal effect; % is scaled to controls: 0 for no effect and ±100 for the full control effect
#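 Purified human 12hLO at 150 nM in 25 mM Hepes, 0.01% Triton X-100, pH 7.0, preincubated 15 min at room temperature with compound. Reaction started with 40 uM arachidonic acid, 30 min at room temperature. Hydroperoxide measured by Fe-xylenol orange, 573/405 nm absorbance ratio.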
# Starred values were filed as active, the others as inactive; ? = inconclusive; / = no result given; & = joins results of further samples; [ ] = another dose, or the depositor's remark. Unless noted, calls follow the shape of the dose curve; as a rule, active = well fitted curve in the direction sought with a large enough effect; inconclusive = small, poorly fitted or top-dose-only effect, or another doubt; inactive = no such curve, though single readings can be large; an effect the other way counts as inactive or inconclusive.
SMILES,ERG-DNA inh,APEX1 inh,Pol iota inh,Pol kappa inh,Apoferritin bind,Pol beta inh,TRHR ag,BLM inh,ALOX12 inh
CCCCOCCCNC(=O)N[C@H](C(=O)OC)C(C)CC (stereo not given in full),2%,2%,106%[activator],-13%,-12%,14%,0.1,-1%,209%[activator]
COc1ccc(Br)cc1CNC(=O)C1CCN(S(=O)(=O)N2CCCC2)CC1,/,-2%,34%[activator],-4%[60.1 µM],-16%,31%,-0.6,1%,4%
O=C(Cn1c(NCCCO)nc2ccccc21)c1ccc(Cl)cc1Cl,15%,46%[activator],25%,-7%,-12%,1%,-0.3,-5%,-16%
Cc1cc(C)nc(/N=C(\N)Nc2cccc([N+](=O)[O-])c2)n1,2%,6%,22%,-1%,-1%,2%,-0.5,5%,6%
COC(=O)c1ccc(NC(=O)CSc2nnc(-c3ccccc3)n2C)cc1,-9%,-2%,-5%,-3%,2%,-2%,-1.1,-7%,16%
O=c1[nH]c2ccccc2nc1C(F)(F)C(F)F,-1%,?,-1%[58.9 µM],-14%,37%[activator],21%,0.3,1%,7%
Cn1sccc1=O,-18%,-1%,?,-4%,/,/,1.9,/,-3%
NC(=O)C1CCN(C2CC(=O)N(c3cccc(F)c3)C2=O)CC1 (stereo not given),6%,-3%,24%,-8%,-14%,31%,0.2,1%,-11%
Cc1ccc(-n2c(=O)c3ccc(C(=O)NCc4ccco4)cc3n(Cc3ccc(Cl)cc3)c2=O)cc1,-5%,/,4%,10%,-19%,40%,2.2,-3%,?
Cc1cccc(N=C2NN=C(c3c[nH]c4ccccc34)CS2)c1,-8%,-4%,24%,-3%,-4%,3%,0.2,-24%,-1%
CCCc1cc(=O)[nH]c(SCC(=O)Nc2sccc2C#N)n1,3%,-17%,18µM*,?,/,/,-0.2,/,-23%
CCc1nnc(NC(=O)c2ccc3c(c2)C(=O)N(C(C)(C)C)C3=O)s1,4%,3%,-3%,8%,-9%,24%,-0.2,0%,2%
Clc1ccc(Oc2cnns2)cc1Cl,-7%,2%,5%,-5%,?,-4%,0.3,-8%,-13%
O=C1CCC([N+](=O)[O-])C(c2ccc(F)c(Br)c2)N1 (stereo not given),9%,11%,6%,-4%,-2%,0%,0.0,-5%,57%[activator]
O=C(OCC(O)C(O)C(O)COC(=O)c1ccccc1)c1ccccc1 (stereo not given),15%,/,10%,4%,/,/,/,/,-3%
Cc1ccc(C(=O)NCC(=O)NCc2ccccc2F)s1,0%,35%,42%[activator],3%,/,/,/,/,0%
Cc1ccc(S(=O)(=O)Nc2ccc(-c3ccc(N4CCCCCC4)nn3)cc2)c(C)c1,0%,/,2%,-4%[60.1 µM],47%[activator],6%,0.3,-5%,-24%
CCC1Sc2ccc(S(=O)(=O)CCC(=O)NC3CCCCCC3)cc2NC1=O (stereo not given),-15%,22%,12%,-5%,-14%,20%,-1.3,-2%,1%
CCOC(=O)[C@H]1[C@H]2COc3cc(OC)ccc3[C@@H]2N2C(=O)N(c3ccc(Cl)cc3)C(=O)[C@@]12C,1%,10%,?,-8%,2%,-2%,0.0,-6%,/
CC(OC(=O)CCC(=O)c1ccc(F)cc1)C(=O)NC1CCCCC1C (stereo not given),1%,14%,27%,-10%,-5%,-4%,-0.4,-3%,13%
CCN(CC(=O)Nc1c(F)cccc1F)C(=O)C1CCCN(C(=O)c2ccc(Cl)cc2)C1 (stereo not given),0%,27%,-2%,-10%,-11%,5%,1.2,-10%,13%
Cc1cc(NCCO)c2cc(O)ccc2n1,4%,-1%,43%[activator],13%,836%[activator],-1%,-0.1,-3%,10%
COc1cc(C2C(C(=O)c3ccc(C)o3)=C(O)C(=O)N2CCCn2ccnc2)cc(OC)c1OC (stereo not given),-5%,16%,17%,-10%,-5%,0%,0.7,-1%,/
CCC(C)C(NC(=O)C1CCC(C)CC1)C(=O)NCc1cccnc1 (stereo not given),3%,20%,33%[activator],-17%,-9%,12%,1.0,-10%,-21%
FC(F)Oc1ccc(NC(=S)N2CCN(Cc3ccccc3)CC2)cc1,1%,0%,84%[activator],-10%,-9%,7%,0.1,-9%,-15%

# Brought forward from above: two compounds; new compounds follow.
SMILES,ERG-DNA inh,APEX1 inh,Pol iota inh,Pol kappa inh,Apoferritin bind,Pol beta inh,TRHR ag,BLM inh,ALOX12 inh
CCC(C)C(NC(=O)C1CCC(C)CC1)C(=O)NCc1cccnc1 (stereo not given),3%,20%,33%[activator],-17%,-9%,12%,1.0,-10%,-21%
FC(F)Oc1ccc(NC(=S)N2CCN(Cc3ccccc3)CC2)cc1,1%,0%,84%[activator],-10%,-9%,7%,0.1,-9%,-15%
CCOC(=O)C(Nc1ccc2ccccc2c1)C(=O)OCC,/,0%,40%[activator],-15%,?,-1%,-0.7,-25%,-22%
COC(=O)c1sccc1S(=O)(=O)N1CCN(c2ccc(Cl)cc2)CC1,-6%,/,5%,0%,-7%,-1%,0.5,-10%,-12%
O=C(COC(=O)c1cccnc1)Nc1ccc2c(c1)OCO2,7%,1%,20%,-6%,-9%,-20%,0.0,-4%,6%
COc1ccc(CCNC(=O)/C(C#N)=C2\N=C(NC(=O)c3cccs3)c3ccccc32)cc1,-4%,0%,12%,-13%,-12%,3%,0.3,3%,-14%
COc1cc(O)c(C(=O)CC(=O)c2ccncc2)c(OC)c1,10%,/,20%,5%,/,/,/,/,7%
Cc1cccc2[nH]c(CN(C)C(=O)C3CCC(=O)N(C4CC4)C3)nc12 (stereo not given),9%,20%,11%,-5%,-8%,31%,0.5,-1%,-6%
COc1cccc(NC(=O)N2CCOCC2)c1,2%,0%,20%,-2%,-14%,3%,0.6,-1%,?
C/C(N)=C(/C#N)C(=O)COC(=O)COc1ccc(Cl)cc1,-1%&5%,2%,20%&-9%,-25%&-15%,-11%,-25%,0.5,-8%,?
COc1cccc(/C=N/NC(=S)NCCc2ccccc2)c1OC,0%,-11%,?,-13%,-5%,38%,-0.1,-12%,?
COc1cccc(C(=O)N2CCN(Cc3ccco3)CC2)c1OC,9%,1%,-2%,-8%,-16%,36%,0.2,3%,0%
CC(=O)C(Sc1nc(NC(C)(C)C)nc(N(C)C)n1)C(C)=O,-6%,-3%,28%,-3%,-7%,-20%,0.8,-3%,?
c1csc(-c2nc(CN3CCSCC3)cs2)c1,-3%,14%,-9%[58.9 µM],-13%,-13%,-6%,0.0,-3%,224%[activator]
COC(=O)C1CCN(c2ccc(Cl)nn2)CC1,-2%,-6%,1%,8%,1%,18%,1.3,4%,16%
O=P(O)(O)C(O)c1ccc2ccccc2c1 (stereo not given),/,-3%,/,8%[19.4 µM],-3%,/,/,/,15%
CCOc1ccccc1-c1nc(CN2CCN(C(=O)c3ccco3)CC2)c(C)o1,3%,-5%,61%[activator],8%,7%,2%,-0.2,-4%,-5%
Cc1ccsc1/C=N/NC(=O)Cc1cccn1C,1%,10%,-3%,-10%,-20%,17%,0.2,3%,0%
NC(=O)CC(NC(=O)c1ccc(Br)cc1)c1ccc(N2CCC(Br)CC2)c([N+](=O)[O-])c1 (stereo not given),-11%,0%,-20%,-9%,-14%,0%,-0.5,-1%,-10%
COc1ccc(S(=O)(=O)Nc2c(F)cccc2F)cc1,-2%,4%,82%[activator],-11%,-5%,6%,0.5,-8%,1%
COc1ccccc1/C=C/C(=O)OCC(=O)Nc1ccccc1Sc1ccccc1,2%,0%,70%[activator],-8%,-4%,48%,3.0,-15%,-1%
Cc1ccc(C(=O)NCCCN2CCOCC2)cc1S(=O)(=O)N1CCOCC1,0%,-1%,9%,2%,/,/,0.8,/,-7%
Cc1ccc2c(C(=O)CN3CC(C)CC(C)C3)c(C)[nH]c2c1 (stereo not given),/,-2%,/,/,7%,22%,0.1,-4%,0%
COCCn1c(=NC(=O)/C=C/c2ccccc2Cl)sc2cc(NC(C)=O)ccc21,2%,0%,17%,-2%,79%[activator],9%,-0.3,7%,-4%
Cc1cccc(NC(=O)NCC2CC2)c1,-3%,-6%,-2%,-6%,1%,19%,0.3,0%,15%
COc1cccc(C(=O)Nc2cc(NC(=O)c3cccs3)ccc2C)c1OC,-8%,28%,8%,-18%,1%,-25%,-0.8,-7%,-2%
COc1cc(NC(=O)CCn2c(=S)oc3ccccc32)cc(OC)c1OC,-9%,22%,26%,3%,-3%,1%,-1.2,-10%,27%
O=S(=O)(NCc1cccnc1)c1cccn1-c1ncc(C(F)(F)F)cc1Cl,-7%,2%,28%,-5%,-3%,-13%,-1.0,-2%,-13%
O=C(NCC1CCCO1)c1ccc2c(=O)n(-c3ccccc3)c(=S)[nH]c2c1 (stereo not given),14%,-1%,159%[activator],0%,0%,-5%,2.0,-8%,-1%
CC(C)OCCCn1c(SCc2cccc(Br)c2)nc2c(sc3ccccc32)c1=O,-8%,/,-7%,-24%[60.1 µM],-7%,-4%,1.2,-1%,-17%
COc1cc(CN2CCN(CCOCCO)CC2)cc(OC)c1OC,-1%,3%,-16%[58.9 µM],-3%,-14%,0%,0.1,-2%,-23%

# Pol iota inh: hit marks shown above
SMILES | ERG-DNA inh | APEX1 inh | Pol iota inh | Pol kappa inh | Pol beta inh | TRHR ag | BLM inh | ALOX12 inh
CCCc1cc(=O)[nH]c(SCC(=O)Nc2sccc2C#N)n1 | 3% | -17% | 18µM* | ? | / | -0.2 | / | -23%

# A portion of the library, so the mix of outcomes need not match the whole.
